Screens: PubChem, The Scripps Research Institute Molecular Screening Center
M18AAP inhibitor = blocks P. falciparum M18 aspartyl aminopeptidase. recombinant PfM18AAP, H-Glu-NHMec fluorogenic cleavage. inhibition, % at 7.35 µM. 1.2% of 290,000 active. AID 1822;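 active = inhibition above the campaign mean inhibition over all tested compounds plus 3 SD, cut at about 28% in these data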;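 also: 0% = plate median of test compound wells and 100% = 2 mM ZnCl2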
IDE inh = inhibits human insulin-degrading enzyme in HEK cells. P14735. inhibition, % at 5.59 µM. FAbetaB cleavage, fluorescence polarization. AID 434962. 0.41% of 320,000 active;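 active = percent inhibition above the average of all tested compounds plus 3 SD, set per screening campaign, cut at about 16% in these data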;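 also: IDE supplied by intact live HEK cells; FP after avidin binding of uncleaved biotin substrate so inhibition keeps polarization high; 0% = DMSO wells and 100% = 60 µM reference IDE inhibitor Ii1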
Target sequence (P14735 whole entry, looked up): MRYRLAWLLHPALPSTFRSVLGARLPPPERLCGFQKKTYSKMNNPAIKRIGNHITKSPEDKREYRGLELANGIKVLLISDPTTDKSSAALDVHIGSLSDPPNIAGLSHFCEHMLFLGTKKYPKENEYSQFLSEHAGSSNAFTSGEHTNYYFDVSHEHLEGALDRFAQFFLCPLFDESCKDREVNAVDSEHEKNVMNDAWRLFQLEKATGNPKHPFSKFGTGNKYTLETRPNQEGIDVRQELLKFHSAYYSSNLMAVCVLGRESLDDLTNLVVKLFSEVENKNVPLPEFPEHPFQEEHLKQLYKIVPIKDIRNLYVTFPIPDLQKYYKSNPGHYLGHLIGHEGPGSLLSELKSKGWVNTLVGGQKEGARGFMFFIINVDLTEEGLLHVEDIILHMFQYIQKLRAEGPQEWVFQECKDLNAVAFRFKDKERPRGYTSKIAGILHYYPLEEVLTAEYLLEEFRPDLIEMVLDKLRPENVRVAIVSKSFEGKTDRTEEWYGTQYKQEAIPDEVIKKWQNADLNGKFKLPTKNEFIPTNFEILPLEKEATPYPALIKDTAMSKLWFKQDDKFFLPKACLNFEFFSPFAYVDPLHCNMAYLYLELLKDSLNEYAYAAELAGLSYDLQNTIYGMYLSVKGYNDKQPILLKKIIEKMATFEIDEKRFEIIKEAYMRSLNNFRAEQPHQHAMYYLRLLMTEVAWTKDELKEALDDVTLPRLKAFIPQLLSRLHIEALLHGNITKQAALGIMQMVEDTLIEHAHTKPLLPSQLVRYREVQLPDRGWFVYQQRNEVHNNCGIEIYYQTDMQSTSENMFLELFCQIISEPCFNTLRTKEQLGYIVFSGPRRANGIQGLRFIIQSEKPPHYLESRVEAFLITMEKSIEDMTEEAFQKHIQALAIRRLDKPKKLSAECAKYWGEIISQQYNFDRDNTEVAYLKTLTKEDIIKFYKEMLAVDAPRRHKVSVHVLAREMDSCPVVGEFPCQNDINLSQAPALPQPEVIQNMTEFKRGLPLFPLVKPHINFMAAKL
IDE act = IDE (human) activation, cell-based; activation, % at 5.96 µM; HEK cells, FAbeta-B cleavage, fluorescence polarization; 0% vehicle, 100% cell-free pure enzyme wells; 0.073% of 340,000 active; P14735; AID 493087;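 active = activation above the mean of all tested compounds plus 3 SD, set per screening campaign, cut at about 17% in these data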
The depositor's hits bear a star; · = no result given. Some of the compounds tested, so the mix of outcomes need not match the whole.

SMILES	M18AAP inhibitor	IDE inh	IDE act
COc1ccc(NC(=O)C2CC3CCC2C3)c(OC)c1 (stereo not drawn)	·	2	·
COc1ccc(NS(=O)(=O)c2ccc(NN=Cc3ccc(C(=O)O)cc3)c([N+](=O)[O-])c2)cc1	·	6	·
NS(=O)(=O)c1ccc(S(=O)(=O)c2ccccc2)nc1	·	-3	·
COc1ccccc1NC(=O)c1ccc([N+](=O)[O-])o1	·	3	·
COc1ccccc1N1CCN(C(=O)C2CC2)CC1	·	-3	·
O=C(NCc1cc(C(F)(F)F)cc(C(F)(F)F)c1)C1CC(c2ccccc2C(F)(F)F)=NO1 (stereo not drawn)	·	3	·
CC1CCN(CC(O)COC2CC(C)CC(C)(C)C2)CC1 (stereo not drawn)	·	0	·
CCCCOc1ccc(/C=C(\C#N)C(=O)NC2CC2)cc1	·	0	·
O=C1NC(Cc2ccccc2)c2nc3ccc(Cl)cc3c(=O)n2-c2ccccc21 (stereo not drawn)	·	-1	·
COc1cc(Br)cc(C(c2c(C)n(C)n(-c3ccccc3)c2=O)c2c(C)n(C)n(-c3ccccc3)c2=O)c1O	·	-4	·
CN(C(=O)CSc1nncc2ccccc12)c1ccccc1	·	0	·
C[C@@H]1CCCCCCCCC(=O)OCCN(C(=O)OC(C)(C)C)[C@H](C)CCCCCCCCC(=O)OCCN(C(=O)OC(C)(C)C)[C@H](C)CCCCCCCCC(=O)OCCN1C(=O)OC(C)(C)C	·	4	·
CCOc1nc(-c2ccccc2)ncc1Oc1ccccc1	·	0	·
O=C(Nc1ccc2c(c1)CCC2)c1cccc(OC(F)F)c1	·	0	·
Cc1ccc(CNC(=O)c2cccnc2)cc1	·	0	·
O=C(OC1CO[C@H]2O[C@@H]1[C@H](OC(=O)c1ccccc1)[C@H]2OC(=O)c1ccccc1)c1ccccc1 (stereo partly drawn)	·	0	·
NS(=O)(=O)c1ccc(CCNC(=O)COC(=O)/C=C/c2cc(Br)ccc2F)cc1	·	3	·
COc1ccc(/C(C)=N/Nc2nc(C)cc(-c3ccccc3)n2)cc1	·	9	·
O=C1NC(Cc2ccc(O)cc2)c2nc3ccccc3c(=O)n2-c2ccccc21 (stereo not drawn)	·	2	·
Brc1ccccc1CN1CCN(Cc2c[nH]c3ccccc23)CC1	·	-4	·
Brc1ccc(COc2cccc3cccnc23)cc1	·	2	·
Cc1cc(NC(=O)Cn2cnc3sc(C)c(C)c3c2=O)no1	·	6	·
C=C1C(O)[C@@H]2O[C@]3(CC[C@H](/C=C/C(C)[C@@H]4CC(C)=CC5(O[C@H](C[C@@](C)(O)CO)CCC5O)O4)O3)CC[C@H]2O[C@@H]1C(O)CC(C)[C@H]1OC2(CCCCO2)CCC1C (stereo partly drawn)	·	5	·
COc1ccc([N+](=O)[O-])cc1C(=O)NC1CCN(Cc2ccccc2)CC1	·	0	·
O=C(O)c1cc(O)c2c(c1)[C@@H]([C@H]1c3cc(C(=O)O)cc(O)c3C(=O)c3c(O[C@@H]4O[C@H](CO)[C@@H](O)[C@H](O)[C@H]4O)cccc31)c1cccc(O[C@@H]3O[C@H](CO)[C@@H](O)[C@H](O)[C@H]3O)c1C2=O	·	-2	·

Additional records.
SMILES	M18AAP inhibitor	IDE inh	IDE act
O=C1c2ccccc2CSc2c(O)cccc21	·	2	·
O=C(NCC1CCCO1)c1ccc(NC(=O)c2ccc(Br)cc2)cc1 (stereo not drawn)	·	2	·
O=Cc1c(-c2ccc(Cl)cc2)oc2ccc(O)cc12	·	3	·
O=C(O)c1ccc[n+](Cc2ccc([N+](=O)[O-])cc2)c1	·	-1	·
N#CCC(=O)Nc1ccc(C(=O)NNC(=S)NC2CCCCC2)cc1	·	3	·
COc1ccc(NC(=O)C(C)N2C(=O)c3ccccc3C2=O)c(OC)c1 (stereo not drawn)	·	7	·
O=[N+]([O-])c1ccc(COP(=O)(O)OCc2ccc([N+](=O)[O-])cc2)cc1	·	7	·
O=C(NCc1ccccc1Br)c1cccc2c1C(=O)c1ccc(N3CCOCC3)cc1S2(=O)=O	·	-2	·
COc1cc2c(cc1OC)C(C)N(CCc1ccc(Cl)cc1)CC2 (stereo not drawn)	·	16	·
CN(C)CC/C=C1\c2ccc(F)cc2Sc2cc(F)c(Cl)cc21	·	2	·
O=C(NCCc1ccccc1)c1ccccc1C(=O)NCCc1ccccc1	·	1	·
CS(=O)(=O)c1ccc2nc(NC(=O)C3CC3)sc2c1	·	-8	·
O=C(c1ccccc1Cl)N1CCN(c2ncccn2)CC1	·	11	·
Cc1nc(-c2ccccc2)nn1-c1ccc([N+](=O)[O-])cc1	·	3	·
CSc1c(CN2CCN(C)CC2)c2ccccc2n1C	·	-1	·
Cc1ccc(C(=O)Nc2ccc(Nc3ccccc3)cc2)cc1Br	·	-2	·
Cc1cc(C)c(-c2c(O)c3cccnc3n(C)c2=O)c(C)c1	·	8	·
COc1cc(OC)c(/C=C2\C(=O)Nc3ccccc32)c(OC)c1	·	0	·
CN(C)Cc1ccccc1Sc1ccc2c(c1)CCCC2	·	-1	·
Cc1ccccc1CN(c1ccc(C(=O)N2CCN(C)CC2)cc1)S(C)(=O)=O	·	-4	·
Cc1c(N)ccc(-n2nc3ccccc3n2)c1C	·	0	·
COc1ccc(OC)c(-c2cc(C(=O)Nc3ccccc3C(N)=O)c3ccccc3n2)c1	·	7	·
C#CCOCCOCCOCCNc1nc(N2CCN(C(=O)CCCCCCCCCCNC(=O)[C@H]([C@@H](C)CC)n3cc(CCCCCN)nn3)CC2)nc(N2CCN(C(=O)CCCCCCCCCCNC(=O)[C@@H]([C@H](C)CC)n3cc(CCCCCN)nn3)CC2)n1	·	-8	·
CCSC(=Nc1ccccc1)N1CCOCC1	·	3	·
O=C(NCc1ccc(Cl)c(Cl)c1)C1CCCC1	·	8	·

The results go on.
SMILES	M18AAP inhibitor	IDE inh	IDE act
O=C(Nc1ccc(Br)c(Br)c1)C1CCCO1 (stereo not drawn)	·	0	·
O=C1CCCN1CC(O)CS(=O)(=O)Cc1ccc(Cl)cc1 (stereo not drawn)	·	-5	·
CC(=O)c1nn(-c2ccc(Cl)cc2)cc1C(=O)c1ccc(C)cc1	·	-4	·
O=c1o[nH]c(-c2ccccc2)c1-c1ccccc1	·	5	·
O=C(Nc1ccccc1)C1CCOC1=O (stereo not drawn)	·	6	·
Cc1ccc(S(=O)(=O)Nc2ccc3cn[nH]c3c2)cc1C	·	4	·
COc1cc(S(=O)(=O)N2CCN(Cc3ccc4c(c3)OCO4)CC2)ccc1NC(C)=O	·	7	·
S=C(Cc1ccc(-c2ccccc2)cc1)N1CCOCC1	·	-1	·
Cc1ccc(S(=O)(=O)N(OCc2ccccc2)C(C)C(=O)O)cc1 (stereo not drawn)	·	1	·
O=C(Nc1ccccc1)NC1CCCCCCC1	·	2	·
Cc1cccc2c1Sc1ccc(Cl)cc1CC2N1CCNCC1 (stereo not drawn)	·	-1	·
COCCNC(=O)c1ccccc1N(Cc1ccccc1)S(=O)(=O)c1ccccc1	·	3	·
Cc1cccnc1Oc1ncccc1N	·	4	·
CC(C)(C)C(=O)Nc1cc(NC(=O)C(C)(C)C)cc(C(=O)Nc2c[nH]c(=O)[nH]c2=O)c1	·	2	·
COC(=O)c1nc(-c2ccccc2)nc(-c2ccccc2)c1C(=O)OC	·	4	·
Cn1c(=O)c(C(=O)c2ccccc2)c(O)c2ccccc21	·	5	·
CC1(C)O[C@@H]2[C@H](O1)[C@@H](COS(=O)(=O)O)O[C@H]2n1cnc2c(N)ncnc21	·	4	·
Cc1ccccc1/C=C/C(=O)c1ccc([N+](=O)[O-])o1	·	-1	·
CN(C)Cc1ccccc1CCc1ccccc1	·	2	·
O=C(O)CSc1cccnc1Sc1ccc(Cl)cc1	·	7	·
NC(=O)C1CCN(c2nc(-c3ccc4c(c3)OCCO4)cs2)CC1	·	0	·
Cc1ccc(C)c(NC(=O)CN2C(=O)c3ccccc3C2=O)c1	·	-2	·
CC1(CCCN2C(=O)c3ccccc3C2=O)OCCO1	·	3	·
COc1ccc(OC)c2sc(N(CCCN(C)C)C(=O)c3ccc(S(=O)(=O)N4CCc5ccccc5C4)cc3)nc12	·	-1	·
O=C1c2ccccc2C(=O)C1(O)O	·	2	·

Some of the entries so far, as a markdown table.
| SMILES | M18AAP inhibitor | IDE inh | IDE act |
| --- | --- | --- | --- |
| NC(=O)C1CCN(c2nc(-c3ccc4c(c3)OCCO4)cs2)CC1 | · | 0 | · |
| Cn1c(=O)c(C(=O)c2ccccc2)c(O)c2ccccc21 | · | 5 | · |
| S=C(Cc1ccc(-c2ccccc2)cc1)N1CCOCC1 | · | -1 | · |
| Cc1ccc(S(=O)(=O)Nc2ccc3cn[nH]c3c2)cc1C | · | 4 | · |
| O=c1o[nH]c(-c2ccccc2)c1-c1ccccc1 | · | 5 | · |

Returning to the listing, starting 2 compounds before the break.
SMILES	M18AAP inhibitor	IDE inh	IDE act
COc1ccc(OC)c2sc(N(CCCN(C)C)C(=O)c3ccc(S(=O)(=O)N4CCc5ccccc5C4)cc3)nc12	·	-1	·
O=C1c2ccccc2C(=O)C1(O)O	·	2	·
CC(C)N1CCN(C(=O)c2ccc([N+](=O)[O-])cc2)CC1	·	0	·
C=CCNC(=O)C1CC1(c1cccc(C)c1)c1cccc(C)c1 (stereo not drawn)	·	11	·
CC(C)CC1NC(=O)c2ccc(Cl)cc2-n2c1nc1cc(F)ccc1c2=O (stereo not drawn)	·	0	·
COc1cccc(C(=O)OCC(=O)N2CCc3ccccc3C2)c1OC	·	9	·
Clc1cc(/C=N\NC2=NCCN2)cc(Cl)n1	·	0	·
COc1ccccc1C(=O)Nc1ccccc1C(=O)Nc1ccccc1	·	-4	·
COc1ccc(NC(=S)N2CCN(C)CC2)cc1	·	0	·
CC(C)[C@@]1(c2ccccc2)ON(c2ccccc2C(F)(F)F)C1=O	·	2	·
COc1cccc2c(O)c(-c3ccccc3)c(=O)[nH]c12	·	-2	·
C/C(=N\n1c(C)nc2ccccc2c1=O)c1ccc(N)cc1	·	-1	·
O=C(N/N=C\c1ccccc1)c1cccc(C(=O)N/N=C\c2ccccc2)n1	·	4	·
N#CCC(=O)N1CCN(Cc2ccc3c(c2)OCO3)CC1	·	-9	·
COc1ccc(NS(=O)(=O)c2ccc(NC(C)=O)cc2)nn1	·	2	·
O=C([O-])c1cc(-c2ccccc2)cc(-c2ccccc2)[n+]1Cc1ccccc1	·	4	·
O=C(CC1CCC1)Nc1cccc2c([N+](=O)[O-])cccc12	·	0	·
NS(=O)(=O)c1ccc(CCNC(=O)CN2CCN(S(=O)(=O)c3ccccc3F)CC2)cc1	·	-3	·
CCCCC/C=C\C/C=C\C/C=C\C/C=C\CCCC(=O)O	·	-3	·
CC(C)[C@@]1(c2ccc(Cl)cc2)ON(c2ccccc2C(F)(F)F)C1=O	·	0	·
COc1cc(OC)c2c(c1)O/C(=C\c1ccccc1)C2=O	·	2	·
Cc1cccc(C(=O)NC(C)C2CC3CCC2C3)c1 (stereo not drawn)	·	-2	·
O=[N+]([O-])CC(c1ccccc1)c1c[nH]c2ccccc12 (stereo not drawn)	·	1	·
Cc1ccc2nc3n(c(=O)c2c1)-c1ccccc1C(=O)NC3Cc1ccccc1 (stereo not drawn)	·	5	·
Cc1ccc(/C=C/C(=O)c2ccc([N+](=O)[O-])o2)cc1	·	0	·
Cc1cc(C(=O)O)ccc1-n1c(C)ccc1C	19	9	·
O=C(OCc1nnc(-c2ccc([N+](=O)[O-])cc2)o1)C1CCN(C(=O)c2ccc(Cl)cc2)CC1	·	·	2

4 structures out of the list, sorted by number of heavy atoms, smallest number first:
SMILES	M18AAP inhibitor	IDE inh	IDE act
O=C(Nc1ccccc1)NC1CCCCCCC1	·	2	·
S=C(Cc1ccc(-c2ccccc2)cc1)N1CCOCC1	·	-1	·
O=C(N/N=C\c1ccccc1)c1cccc(C(=O)N/N=C\c2ccccc2)n1	·	4	·
NS(=O)(=O)c1ccc(CCNC(=O)COC(=O)/C=C/c2cc(Br)ccc2F)cc1	·	3	·

Continued.
SMILES	M18AAP inhibitor	IDE inh	IDE act
CCOc1ccc(NS(=O)(=O)c2cccc(C(=O)N3CCN(C/C=C/c4ccccc4)CC3)c2)cc1	·	·	3
CC(=NNC(=S)N1CCC1)c1ccccn1	·	·	-8
CC(=O)Nc1ccc(S(=O)(=O)N2CCN(S(=O)(=O)c3cccs3)CC2)cc1	·	·	5
C[C@]12c3[nH]c4cc(-c5ccco5)ccc4c3CCN1C(=O)[C@@H](CC(=O)NCCC1=CCCCC1)C[C@@H]2C(=O)N1CCOCC1	·	·	3
Cc1ccc(S(=O)(=O)N2CCCCC2)cc1C(=O)OC(C)C(=O)NC1CCCCC1C (stereo not drawn)	·	·	2
N#CC1C=Cc2c(ccc3ccccc23)N1C(=O)c1ccccc1 (stereo not drawn)	·	·	3
COc1cc(NC(=O)CNc2cccc(S(=O)(=O)N3CCOCC3)c2)cc(OC)c1	·	·	-1
C=C(CCO)C1=CCN(S(=O)C(C)(C)C)[C@@H]1CCO (stereo partly drawn)	·	·	6
CC[C@H](C)[C@H](NC(=O)OCc1ccccc1)C(=O)OCC(=O)N1CCN(c2ccc(F)cc2)CC1	·	·	-4
O=C(CCNC(=O)c1ccc(Br)cc1)Nc1ccc(S(=O)(=O)N2CCCCC2)cc1	·	·	1
